PGC1a acetyl inh = PGC1a acetylation modulation, inhibitor mode; hit rate 0.17% among 350,000; inhibition, % at 15.6 µM; U2OS PGC1a acetylation, AlphaScreen anti-acetyl-lysine; with virally co-expressed GCN5 acetyltransferase; AID 651687;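 active = every replicate shows inhibition of at least 40%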;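 note: 0% = neutral control wells and 100% = positive control wells; some results beyond the cut were filed as inactive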
Cneo AK release = causes C. neoformans cell lysis; adenylate kinase release luminescence, 4 h; normalised: neutral wells 0, clomiphene wells 100; lysis activity, % at 15 µM; hit rate 0.2% among 360,000; AID 651654;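 active = mean lysis activity across replicates of at least 80%, whatever share of replicates individually reach that level; inactive = mean lysis activity below 80%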
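Assay system: C. neoformans cells. Amount: yeast cell density of 5 × 10^6 cells/mL. Technique: AK luminescence. Buffer or medium: YPD. Times: static 4 h at 37 °C with compound, 1 h detection. Dosing: single-point compound dose. Read-out: lysis from increased AK signal.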
EWS-Fli block = EWS/Fli transcriptional activity inhibition. AID 651661. hit rate 0.67% among 350,000. inhibition, % at 12.6 µM. A673 NR0B1-luciferase reporter, viability-normalised;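 active = mean inhibition of at least 50% after viability correction, with every replicate also passing that limit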;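 note: firefly luciferase signal divided by Alamar Blue viability fluorescence both relative to DMSO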
CASP6 VEID inh = caspase-6 (human) enzyme inhibition; hit rate 0.53% among 350,000; P55212; inhibition, % at 12.5 µM; purified caspase-6, Z-VEID-R110 cleavage fluorescence;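 active = mean inhibition across replicates at least about 35%, with every replicate also reaching that limit, limit read from the data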;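 note: 0% = median of neutral control wells and 100% = no fluorescence left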
Target sequence (P55212 24-179 limits assumed): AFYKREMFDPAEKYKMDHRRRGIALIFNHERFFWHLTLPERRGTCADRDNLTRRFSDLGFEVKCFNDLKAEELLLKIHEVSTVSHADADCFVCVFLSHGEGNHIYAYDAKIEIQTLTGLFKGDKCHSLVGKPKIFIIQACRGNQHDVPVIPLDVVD
Target sequence (P55212 194-293 limits assumed): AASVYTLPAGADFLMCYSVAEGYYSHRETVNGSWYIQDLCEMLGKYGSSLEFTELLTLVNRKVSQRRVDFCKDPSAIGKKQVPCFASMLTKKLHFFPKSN
FN deposit inh = fibronectin deposition inhibition; inhibition, % at 12.6 µM; AID 743247; AH1F fibroblasts, Alexa488-fibronectin deposition fluorescence, overnight; hit rate 0.086% among 350,000;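 active = mean inhibition across replicates of 30% or more, regardless of how many single replicates reach that level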;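 note: positive control wells lacked labelled fibronectin entirely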
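Material: AH1F fibroblast monolayer depositing Alexa488-labelled fibronectin into matrix / Amount: 10000 AH1F cells per well / Signal: fluorescence 485/525 nm / Medium: DMEM, 2% serum / Compound: single dose, pinned / Incubation: 1 h cell adhesion before compound, then overnight fibronectin incubation / Reagent: Alexa488-FN, 24 nM final / Read-out: inhibition of fibronectin deposition signal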
miR-122 sensor = inhibitors of miR-122 in Huh7 cells. Huh7 miR-122 Renilla luciferase sensor, 48 h; neutral wells = 0, positive control = 100. activation (reporter increase), % at 12.5 µM. hit rate 0.3% among 340,000;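 active = mean replicate activation score at least 90 and every replicate individually at or above 90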;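 note: higher luciferase means less miR-122 activity so hits act as miR-122 inhibitors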
LGR2 inh = blocks bursicon-induced cAMP signaling via Drosophila LGR2 | HEK293 LGR2, CRE-luciferase, bursicon-stimulated, 4 h | hit rate 0.35% among 380,000 | AID 720647 | inhibition, % at 9.99 µM;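 active = drop in luminescence signal, shown as inhibition above about 50% in the replicate tests, limit read from the data, passing the limit was not always enough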;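 note: agonist challenge used bursicon conditioned medium at about half maximal strength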
PAX8 inh HTS = lowers PAX8-driven luciferase in RMG-I cells | RMG-I TPO-luciferase reporter, SteadyGlo, 24 h | inhibition, % at 12.6 µM | hit rate 1.2% among 360,000;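 active = mean replicate inhibition at least 60% with every replicate also reaching 60%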;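 note: luciferase light reporting Pax8 driven TPO promoter activity; plate controls were median of neutral control wells for no effect and mitoxantrone controls for full effect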
Numbers without * were called inactive; / = no result given; & = joins results of further samples; [ ] = dose if it differs, or a comment.

SMILES	PGC1a acetyl inh	Cneo AK release	EWS-Fli block	CASP6 VEID inh	FN deposit inh	miR-122 sensor	LGR2 inh	PAX8 inh HTS
COc1ccc(CC(=O)OCC(=O)Nc2ccc3c(c2)OCCO3)cc1OC	-0.7	/	3.8	-1.6	0.0	-2.3	10.3	37.0
Cc1cccc(C)c1NC(=O)c1cc(-c2ccccn2)nc2ccccc12	-7.3	/	1.8	0.5	1.0	/	-1.7	1.1
NC(=S)N/N=C/c1coc2ccc(F)cc2c1=O	9.3	-0.9	7.6	-4.6	-6.3	-4.7	10.3	-6.6
CN(C)CC#Cc1ccc([C@H]2[C@@H](CO)N3C(=O)CN(C(=O)c4ccc(F)cc4)C[C@H]23)cc1	5.2	/	1.4	0.6	/	/	7.7	-22.0
CCOc1ccc(Nc2ncnc3ccc([N+](=O)[O-])cc23)cc1	49.6*	/	-3.9	4.9	3.5	/	40.7	10.3
CC(=O)OCC(=O)N1N=C(c2ccc3ccccc3c2)CC1c1ccccc1 (configuration not stated)	/	/	-14.6	3.2	-9.9	/	-6.9	-14.2
CN(CC(=O)N1CCCc2c1c(=O)oc1ccc(O)cc21)Cc1ccccc1	2.7	-2.0	/	/	5.8	-1.4	/	11.0
C#CCOCCOCCOCCNc1nc(N2CCN(C(=O)C([C@@H](C)CC)n3cc(C(N)COC(=O)C(F)(F)F)nn3)CC2)nc(N2CCN(C(=O)C([C@@H](C)CC)n3cc(C(N)CC(C)C)nn3)CC2)n1 (some centres not stated)	/	/	4.1	-4.3	5.8	/	-8.7	-0.6
COc1ccc(C(CCN2CCN(c3ccccc3)CC2)c2c(O)cc(OC)cc2OC)cc1 (configuration not stated)	/	7.6	-4.9	/	1.2	-0.2	8.1	-7.4
Cc1noc(C)c1NC(=O)N(C)C[C@@H]1OCCCC[C@@H](C)Oc2ccc(N(C)C)cc2C(=O)N([C@H](C)CO)C[C@H]1C	-6.4	/	1.2	/	/	-2.2[16.7 µM]	-7.5	0.5
Cc1cc2oc(=O)cc(CN3CCN(C/C=C/c4ccccc4)CC3)c2cc1O	-8.1	-3.5	/	/	2.1	2.6	/	/
CCN(C(=O)COC(=O)CCC(=O)c1cccs1)c1c(N)n(Cc2ccccc2)c(=O)[nH]c1=O	/	4.1	5.5	-0.7	5.3	/	2.6	-3.2
Oc1ccc2ccccc2c1CNc1ccc2ccccc2c1	-4.2	3.9	-4.2	-3.2	11.3	19.8	-23.8	20.8
CCOc1ccc(NC(=O)CN(C)C(=O)c2c(C)nn(Cc3ccccc3Cl)c2C)cc1OCC	7.4	-0.7	1.2	2.6	-6.3	-3.0	-4.1	5.4
COc1ccccc1S(=O)(=O)N1CC[C@H]2[C@H](CO)Nc3ccc(-c4ccccc4F)cc3[C@H]21	-1.9	3.1	2.8	-3.4	25.2	5.5[16.7 µM]	14.8	-38.3
CC1CCN(C(=O)c2[nH]cnc2C(=O)Nc2ccon2)CC1	/	3.4	-7.7	-7.7	1.2	/	-12.4	17.5
Cc1noc(C)c1S(=O)(=O)N(C)C[C@H]1OCCCC[C@H](C)Oc2ccc(NC(=O)CCCN(C)C)cc2C(=O)N([C@H](C)CO)C[C@H]1C	-0.2	-5.0	-4.0	-0.3	/	-3.3[16.7 µM]	-1.8	-3.8
COC(=O)c1ccc(CSc2nc3sc(C)c(C)c3c(=O)[nH]2)cc1	-8.9	4.7	1.9	-4.8	-2.2	0.4	-0.2	-18.4
CC1(C)C(=O)CC[C@]2(C)C3C(=O)C=C4[C@H]5C[C@@](C)(C(=O)O)CC[C@]5(C)CC[C@]4(C)[C@]3(C)CC[C@@H]12 (some centres not stated)	/	-1.0	7.5	0.1	-10.3	-1.3	9.1	-21.9
C[C@H](CO)N1C[C@H](C)[C@@H](CN(C)C(=O)Nc2ccccc2)Oc2cc(Br)ccc2S1(=O)=O	-14.5	-0.6&0.9	12.6&-3.8	0.6&1.9	-3.0&13.6	8.6	7.8&-1.3	-4.4
O=C(CCCn1c(=S)[nH]c2ccsc2c1=O)Nc1ccc(F)cc1	-1.6	0.1	13.9	1.2	-0.3	-1.2	8.2	-9.0
COc1ccc(CN2C(=O)CCC2(C)C(=O)NC2CCCCCC2)cc1 (configuration not stated)	-24.3	8.2	/	/	0.8	-1.4	/	0.8
O=C1CCCN1C(=O)CCC(=O)N1CCCC1=O	11.5	-0.3	/	/	-4.9	-4.2	/	/
CC1(C(=O)O)CCCN1C(=O)c1ccccc1OC(F)(F)F (configuration not stated)	-15.7	0.6	-12.4	0.3	1.2	-8.5	6.9	72.7*
Cc1cc([N+](=O)[O-])nn1CCCC(=O)NCc1ccccc1	-0.7	-1.2	/	/	-16.7	-6.3	4.2	20.5
CCOC(=O)C1=CCC(C(C)(C)C)N(S(=O)(=O)c2ccc(C)cc2)C1 (configuration not stated)	-0.8	-1.9	-4.6	-0.4	-2.5	9.0	6.5	-6.3
CC(=O)N1CCC2(CC1)C(C#N)=C(N)Oc1n[nH]c(C)c12	9.1	-0.8	/	/	9.8	1.9	/	/
O=C(O)[C@@H]1[C@@H](CO)[C@@H]2Cn3c(ccc(/C=C/c4ccccc4)c3=O)[C@@H]2N1Cc1ccc2c(c1)OCO2	/	-4.8	-39.2	50.1*	10.0	/	13.6	-2.9
O=C(COC(=O)c1cc(Cl)ccc1Cl)NCCN1C(=O)CSC1=O	/	/	-5.9	0.5	14.5	/	-7.6	16.8
COc1ccc(C2=NOC(Cn3nc(C(=O)NCc4cccc(Br)c4)cc3-c3ccccc3)C2)cc1 (configuration not stated)	-3.4	0.8	17.3	-1.8	2.2	-1.6	/	23.7
Cc1ccc(-c2nc3ncccc3o2)cc1NC(=S)NC(=O)c1ccco1	/	/	0.8	0.7	-11.5	/	-7.8	16.4
CC/C(=C(/CC)c1ccc(O)cc1)c1ccc(O)cc1	-9.3	-3.8	5.3	2.6	4.8	0.2	17.3	1.4
CCn1ncc([C@@H]2C[C@H]3CN(Cc4cccc(Cl)c4)C(=O)[C@]34CCCN24)c1C	-1.6	/	-3.3	0.2	-4.0	-6.4	29.2	-3.5
O=C(COc1ccc(NS(=O)(=O)c2ccc(F)cc2)cc1)N1CCOCC1	/	/	-1.4	-2.4	4.3	/	-20.5	-0.9
CC1(C)Cc2c(cnn2-c2ccc(F)cc2)C(NC(=O)c2ccco2)C1 (configuration not stated)	5.4	-3.6	-4.2	0.7	-3.5	3.0	0.1	-7.7
O=C(NC1CCCCC1)C(c1ccco1)N(C(=O)c1csnn1)c1ccccc1 (configuration not stated)	/	-2.2	4.9	0.5	-5.3	/	-1.1	-11.3

Entries listed so far that have a nitro group on carbon:
SMILES	PGC1a acetyl inh	Cneo AK release	EWS-Fli block	CASP6 VEID inh	FN deposit inh	miR-122 sensor	LGR2 inh	PAX8 inh HTS
CCOc1ccc(Nc2ncnc3ccc([N+](=O)[O-])cc23)cc1	49.6*	/	-3.9	4.9	3.5	/	40.7	10.3
Cc1cc([N+](=O)[O-])nn1CCCC(=O)NCc1ccccc1	-0.7	-1.2	/	/	-16.7	-6.3	4.2	20.5

Further compounds follow:
SMILES	PGC1a acetyl inh	Cneo AK release	EWS-Fli block	CASP6 VEID inh	FN deposit inh	miR-122 sensor	LGR2 inh	PAX8 inh HTS
CNC(=O)C[C@@H]1CC[C@@H]2[C@H](COc3ccc(NC(=O)Nc4cccc(Cl)c4)cc3C(=O)N2C)O1	-0.6	2.1	-14.7	0.4	/	-9.8[16.7 µM]	-6.2	-15.3
COc1ccc(NC(=O)CN(C)C(=O)Cc2ccc3c(c2)OCCO3)cc1	-7.3	-1.0	1.5	3.7	3.4	/	2.2	1.6
COCCNC(=O)C[C@H]1CC[C@H]2[C@@H](COc3ccc(NC(=O)C4CCOCC4)cc3C(=O)N2C)O1	-2.3	-3.4	-1.5	1.3	-5.9	12.5[16.7 µM]	20.5	3.8
CCOc1ccc(S(=O)(=O)NCCC(=O)OC(C)C(=O)N2CCc3ccccc32)cc1 (configuration not stated)	-6.9	-3.0	/	/	13.6	-6.6	/	/
COc1ccc(OC)c(CCNC(=O)c2ccc(NC3=NC4CS(=O)(=O)CC4S3)cc2)c1 (configuration not stated)	/	-0.2	-2.8	-4.5	2.4	/	-4.5	4.0
C=C1[C@@H](O)[C@H](Cc2ccccc2)N(Cc2ccccc2Br)S1(=O)=O	/	-1.3	9.0	/	4.2	/	47.2	39.4
C[C@@H]1CCCCO[C@H](CN(C)CC2CC2)[C@@H](C)CN([C@@H](C)CO)C(=O)c2cc(NS(=O)(=O)c3cccs3)ccc2O1	9.1	-13.8	-3.4	/	/	4.8[16.7 µM]	-1.4	-24.2
C=CCn1c(SCC(=O)N2CC(C)OC(C)C2)nnc1-c1ccncc1 (configuration not stated)	-3.4	-1.1	-6.4	-3.5	-38.7	/	-17.6	-3.0
O=C(CCC1N=C2c3ccccc3N=C(SCc3ccc(Cl)cc3)N2C1=O)NCc1ccco1 (configuration not stated)	2.5	-2.2	/	/	1.0	7.3	/	/
CCOc1ccccc1/C=C/c1onc(C)c1S(=O)(=O)N1CCC(C(=O)N(CC)CC)CC1	/	-1.3	13.4	0.5	2.5	-2.5	11.4	-6.5
COCCn1c(-c2ccc(NC(C)=O)cc2)nc2c1c(=O)[nH]c(=O)n2CC(C)C	5.8	-0.4	8.3	1.3	15.1	-0.5	-9.3	-1.9
NNC(=O)C(=O)Nc1ccc(Cl)c(Cl)c1	-7.7	2.6	-1.9	-1.3	1.7	2.3	6.5	-5.6
CN(C)N1C(N)=C(C#N)C(c2cccc(Cl)c2)C2=C1CCCC2=O (configuration not stated)	1.7	0.2	-3.5	/	-0.9	1.0	-20.9	2.8
CC1CCCCN1S(=O)(=O)c1ccc(NC(=O)c2cccs2)cc1 (configuration not stated)	-21.4	-0.1	/	-6.0	/	/	-13.1	/
CCC1CSC(Nc2ccc(C(=O)/C=C/c3ccc(Br)cc3)cc2)=N1 (configuration not stated)	/	/	-7.3	-0.7	4.4	/	4.0	-6.3
Cc1ccc(S(=O)(=O)N[C@@H]2C=C[C@@H](CC(=O)NCCCN(C)C)O[C@H]2CO)cc1	-5.6	-4.4	-1.4	0.1	10.4	/	-10.9	-6.2
COCCNc1nc2cc(-c3cccc(Cl)c3)sc2c(=O)n1C	/	0.6	-11.8	-2.6	-3.9	-2.9	-1.8	-6.0
CCOCCCNC(=O)c1cc(Sc2nnc(C)s2)nc2ccccc12	-3.4	1.8	-0.8	-1.7	-7.0	5.9	-8.2	-1.5
CNc1snc(C)c1C(=O)OC(C)C(=O)Nc1ccc(F)cc1 (configuration not stated)	/	-1.6	8.1	-0.9	6.0	/	-10.2	5.2
O=Nc1ccc(Cl)cn1	/	/	-67.7	22.7	14.3	/	-12.1	-29.8
CCOC(=O)C(=CNc1nc(-c2ccc3ccccc3c2)cs1)C(=O)OCC	/	-0.4	-42.1	1.6	0.0	/	-69.3	-84.1
Cc1cc(C)nc(N2CCCC(C(=O)Nc3ccc4c(c3)OCCO4)C2)n1 (configuration not stated)	2.4	-1.3	/	/	6.6	-1.6	/	/

3 records picked at random from the list so far, as already listed:
SMILES	PGC1a acetyl inh	Cneo AK release	EWS-Fli block	CASP6 VEID inh	FN deposit inh	miR-122 sensor	LGR2 inh	PAX8 inh HTS
CCOCCCNC(=O)c1cc(Sc2nnc(C)s2)nc2ccccc12	-3.4	1.8	-0.8	-1.7	-7.0	5.9	-8.2	-1.5
CCC1CSC(Nc2ccc(C(=O)/C=C/c3ccc(Br)cc3)cc2)=N1 (configuration not stated)	/	/	-7.3	-0.7	4.4	/	4.0	-6.3
CCOC(=O)C(=CNc1nc(-c2ccc3ccccc3c2)cs1)C(=O)OCC	/	-0.4	-42.1	1.6	0.0	/	-69.3	-84.1

Bioassay records as filed in PubChem BioAssay.
